# TGFb inhibitor = blocks TGF-b signaling. Potency, µM (titrated, usually from 46.1 µM), for the others: at the highest dose activity, negative = inhibition, actives largely listed as inhibitors. HepG2 CAGA-GFP TGF-b/SMAD3 reporter, GFP fluorescence, 18 h; TGF-beta stimulated, 500 pg/mL final. 410,000 tested, 1.2% active. AID 588855; further: potency means the concentration at half of the fitted maximal effect; on the % scale 0 is the no-effect control and ±100 the full control effect; nearly all actives have a fitted effect of over 65% in size
#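 Per well, imaged GFP fluorescence of HEPG2 CAGA-GFP cells gives the signal; cells get compound, then TGF-beta (500 pg/mL final), 18 h at 37 degrees C; %Activity versus -TGF-beta and +DMSO controls.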
# S2 tox = cell viability loss in ATXN counter-screen; Potency, µM (series often up to 56.7 µM), hits mostly cytotoxic; S2 cells (HEK-293 line with an ATXN2-luciferase reporter) viability, CellTiter-Fluor protease fluorescence, 24 h; 400,000 tested, 0.49% active; further: potency means the concentration at half of the fitted maximal effect; nearly all actives have a fitted effect of over 40% in size
# CCT modulator = cytosolic chaperonin activity modulation | purified chaperonin ATPase assay, HTRF ADP detection, 30 min | activity change, % (test concentration not listed), hits read low | 360,000 tested, 0.3% active; in the data active means activity change below about -30%; further: on the % scale 0 is the no-effect control and ±100 the full control effect
#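 We incubate TRiC, 40 or 20 nM final, with library compounds at 76 uM and 10 uM ATP for 30 min at 37 °C. ADP formed is detected with Transcreener HTRF reagents after 30 min at room temperature.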
# Nrf2 activator = activators of Nrf2 (ARE) signaling; 410,000 tested, 0.31% active; Potency, µM (top dose mostly 46.1 µM), without a hit: at the top dose activation, actives largely listed as activators; AID 624171; AREc32 ARE-luciferase reporter (MCF7-derived line), luminescence, 24 h; further: potency means the concentration at half of the fitted maximal effect; % of control where 0% means no effect; nearly all actives have a fitted effect of over 65% in size
#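 ARE-driven firefly luciferase activity in AREc32 cells measured after a 24 hr compound exposure at 37 deg C, using Steady-Glo reagent and a 30 min room-temperature hold.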
# Nrf2 inh = Nrf2 pathway inhibition; Potency, µM (doses to about 46 µM), for the others: at the top dose activity change, negative = inhibition, most hits filed as inhibitors; A549 ARE-Fluc reporter, luciferase luminescence, 18-24 h; AID 504444; 360,000 tested, 2.1% active; further: potency means the concentration at half of the fitted maximal effect; on the % scale 0 is the no-effect control and ±100 the full control effect; nearly all actives have a fitted effect of over 60% in size
#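 Two sequential reads on A549 ARE_Fluc cells exposed to compound for 18-24 h: a CellTiter-Fluor fluorescence read for viability, then a luciferase luminescence read for Nrf2/ARE activity.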
# HepG2 viability = HepG2 cytotoxicity, counter-screen for TGF-b inhibitors; HepG2 CAGA-GFP viability, ATP luminescence, 18 h; 410,000 tested, 0.76% active; Potency, µM (highest dose often 46.1 µM), for inactives: at the top dose activity change, negative = cytotoxicity, most hits filed as cytotoxic; further: potency means the concentration at half of the fitted maximal effect; some results filed as inactive show a strong effect at the top dose
#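 HepG2 CAGA-GFP cells (1000/well, DMEM with 1% FBS) received compound, then TGF-beta at 500 pg/mL final, and were incubated 18 hours at 37 degrees C. Viability was read by CellTiter-Glo luminescence. Media-only wells were set as complete cell-killing and DMSO as no toxicity.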
# A549 tox = kills or reduces viability of A549 cells in Nrf2 counter-screen. A549 ARE-Fluc cells, CellTiter-Fluor viability, 18-24 h. Potency, µM (series often up to 46 µM), for the others: at the top dose activity change, negative = cytotoxicity, usual class: inhibitors. 390,000 tested, 0.16% active. AID 504648; further: potency means the concentration at half of the fitted maximal effect; on the % scale 0 is the no-effect control and ±100 the full control effect
#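 A549 ARE-Fluc cells in 5% FBS OPTI-MEM, 5000 cells/well, rested 2 h then exposed to compounds in concentration-response for 18-24 h at 37 °C. Viability by CellTiter-Fluor fluorescence (Ex 405/Em 525) after 30 min; luciferase luminescence (BugLite, 15 min, RT) read afterwards.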
# Akt phos inh = blocks phosphorylation of Akt; Neuro2A IGF-stimulated pAkt S473 HTRF, 20 min; active compounds read low; activity change, % for hits at 50 µM; 360,000 tested, 0.32% active; in the data active means activity change below about -80%; inconclusive means mostly about -51% to -80%; further: on the % scale 0 is the no-effect control and ±100 the full control effect
#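 Neuro2A cells (4,500/well, DMEM with 0.5% FBS) were treated with compound at a single 50 µM final concentration, stimulated with 6 nM IGF for 20 min at 37 °C, and lysed. Phospho-Akt Ser473 was read by HTRF as 665/615 ratio ×10^4.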
# Mm-Cpn inhibitor = inhibitors of Methanococcus maripaludis chaperonin (MmCpn) | AID 504842 | 330,000 tested, 0.031% active | purified Mm-Cpn ATPase, ADP Transcreener TR-FRET | Potency, µM (series often up to 76.9 µM), for the others: at the top dose activity, negative = inhibition, most hits filed as inhibitors; further: potency means the concentration at half of the fitted maximal effect; on the % scale 0 is the no-effect control and ±100 the full control effect; nearly all actives have a fitted effect of over 80% in size
#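 Purified archaeal Mm-CPN (25nM final) preincubated 10 min at 37degC with compound, then 10uM ATP for 30 min at 37degC; ADP measured by HTRF Transcreener TR-FRET; buffer 30 mM TRIS pH 7.4, 100mM KCl, 5mM MgCl2, 1mM DTT.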
# An asterisk follows results filed as active; i = inactive; ? = inconclusive; . = no result given; [ ] = remark or other dose. Unless noted, the call rests on the fitted dose curve; in most records, active means well fitted curve in the direction sought with a large enough effect; inconclusive means small, poorly fitted or top-dose-only effect, or another doubt; inactive means no such curve, though single readings can be large; an effect the other way counts as inactive or inconclusive. This is a subset; the hit share may differ from the screen's.
SMILES,TGFb inhibitor,S2 tox,CCT modulator,Nrf2 activator,Nrf2 inh,HepG2 viability,A549 tox,Akt phos inh,Mm-Cpn inhibitor
CCOC(=O)C1SC2(C(F)F)CC1(O)c1c(c(OC)c3occc3c1OC)O2 (configuration not stated),-10.7%,i,2.0,0.4%,2.6%,-22.6%,5.8%,i,1.3%
OC(c1ccccc1)(c1ccccc1)C1CN2CCC1CC2 (configuration not stated),-6.4%,i,-1.6,-0.3%,7.9%,-10.4%,-9.6%,i,-0.3%
CCCCCc1cc(O)c2c3c(c(=O)oc2c1)CN(C)CC3,?,i,0.7,4.6%,1.7%,10µM*,7.3%,i,0.8%
Cc1sc2ncnc(N3CCC(C(=O)Nc4ccc(C#N)c(Cl)c4)CC3)c2c1C,?,.,-2.7,0.2%,?,-42.2%,2.5%,i,-7.5%
C/C(=N\Nc1cccc2ccccc12)c1c(O)n(Cc2ccccc2)c(=O)[nH]c1=O,-14.7%,i,1.0,3.2%,2.7%,0.6%,-1.0%,i,-1.4%
O=C1/C(=C/c2cc([N+](=O)[O-])ccc2Cl)N2CCC1CC2,-2.6%,i,0.5,2.3%,4.3%,-14.4%,1.8%,i,-0.8%
CN(CCc1ccccc1)C(=O)c1ccc(NC(=O)Cc2cccc([N+](=O)[O-])c2)cc1,?,?,0.6,3.2%,?,25.1%,-0.4%,i,0.5%
NCC1(c2ccc3c(c2)OCCO3)CCCC1,0.9%,i,-0.3,-0.3%,-13.6%,7.8%,-3.2%,i,3.6%
CCOC(=O)c1c(N)n(Cc2ccccc2)c2nc3ccccc3nc12,-17.8%,i,-0.5,-0.2%,-1.6%,-8.0%,?,.,-1.2%
Cc1ccc(-c2cc(-c3ccc(C)cc3)[n+](-c3ccccc3)c(-c3ccc(C)cc3)c2)cc1,1.26µM*,.,-1.3,-3.1%,2.59µM*,-68.8%,?,i,-7.4%
CNC(C)(C)Cc1ccccc1,3.4%,i,-0.2,-0.2%,2.7%,-4.5%,-6.3%,i,-0.3%
CN1CCC(C)(O)C2CCCCC21 (configuration not stated),-23.0%,i,-5.0,-0.5%,?,-1.6%,-10.4%,i,0.3%
O=C1Nc2ccccc2/C1=C/c1nc2ccccc2c(=O)n1-c1ccc(O)cc1,-6.7%,?,-5.9,10.0%,?,-46.2%,?,i,-5.3%
COc1ccc2c(CN3CC=C(c4ccccc4)CC3)cc(=O)oc2c1,-10.6%,i,1.1,0.5%,4.5%,0.0%,4.9%,i,?
CC(C)OP(=O)(OC(C)C)C(O)c1ccccc1F (configuration not stated),-2.1%,i,-1.4,0.1%,-0.5%,-3.5%,5.8%,i,2.9%
O=C(Nc1ccc(F)cc1)OC1CN2CCC1CC2 (configuration not stated),18.7%,i,1.1,-0.1%,3.8%,-19.9%,-0.8%,i,-0.9%
O=C(Nc1cccc(Br)c1)c1c(O)c2c(n(Cc3ccccc3)c1=O)CCCC2,8.9%,i,0.2,0.3%,4.2%,-12.8%,-4.6%,i,0.6%
COC(=O)C1=C(c2ccc(OC(F)(F)F)cc2)C[C@@H]2CC[C@H]1N2C(=O)NCCc1ccccc1,?,?,-0.4,-2.6%,?,-54.6%,-19.8%,i,1.6%
Oc1ccc(Cl)c(Cl)c1Cl,-17.1%,i,-0.9,-0.8%,5.2%,-27.8%,-7.8%,i,0.0%
COC(=O)C1=C(c2ccc(F)cc2OCc2ccccc2)C[C@@H]2CC[C@H]1N2C(=O)NC1CCN(Cc2ccccc2)CC1,?,14.1µM*,-0.4,-5.1%,-18.1%,-32.1%,?,i,0.5%
Cc1cc(Oc2ccc(C(F)(F)F)cc2[N+](=O)[O-])c2c3c(c(=O)oc2c1)CCC3,-2.0%,i,-4.0,2.6%,5.1%,6.6%,-6.0%,i,0.3%
CN(C(=O)CN1CC=C(c2ccccc2)CC1)c1c(N)n(Cc2ccccc2)c(=O)[nH]c1=O,-2.4%,?,-1.2,-1.0%,10.9%,-5.7%,-1.3%,i,0.9%
C[C@]12CC[C@H](O)CC1=CC(=O)C1C2CC[C@]2(C)C(=O)CCC12 (some centres not stated),7.1%,i,-0.3,1.0%,0.5%,-2.5%,-3.4%,i,1.5%
CC1(C)NC(=O)[C@H]2CCCN21,7.4%,i,-0.4,0.3%,6.7%,5.3%,-8.2%,i,.
CC(=O)N1CC(=O)Nc2ccc(Br)cc2C1c1ccc(F)cc1 (configuration not stated),-23.4%,i,-0.2,0.5%,?,-83.6%,-9.8%,i,1.0%
O=c1c2ccccc2[nH]c(=S)n1-c1cccc(Cl)c1,-2.5%,?,-0.8,-0.5%,.,-8.4%,.,i,.
O=C1Nc2ccccc2C1Cc1nc2ccccc2c(=O)n1-c1ccccc1 (configuration not stated),-11.8%,i,-1.6,5.3%,-9.7%,-1.4%,-8.4%,i,-3.8%
COCc1cc(OC(=O)N(C)C)nc(-c2ccc(C)c(Cl)c2)n1,-0.4%,i,-0.9,-0.3%,-1.3%,-33.6%,-8.9%,i,-0.2%
Cc1ccc(-n2c(O)c(C=NCCN3CCNCC3)c(=O)[nH]c2=S)cc1,-12.1%,i,-3.8,-0.4%,8.3%,-4.6%,2.5%,i,0.1%
O=[N+]([O-])c1ccc(NC2CCN(Cc3ccccc3)CC2)c2ccncc12,-16.9%,?,-1.2,-0.3%,?,-14.4%,?,i,0.6%
CN1[C@@H]2CC[C@H]1CC(OC1c3ccccc3CCc3ccccc31)C2 (some centres not stated),51.7%[activator],i,1.3,4.6%,-11.4%,-32.4%,-16.6%,i,-0.1%
O=C(NCc1cccnc1)Nc1ccc([N+](=O)[O-])cc1,-4.4%,i,-0.9,0.5%,-22.0%,-2.6%,2.0%,i,-0.6%
COc1ccc(-c2c(C)c3cc(OC(=O)N4CCOCC4)ccc3oc2=O)cc1,-4.3%,.,.,4.3%,.,-25.6%,-12.7%,.,.
COC(=O)C1=C(c2ccc(OC(F)(F)F)cc2)C[C@@H]2CC[C@H]1N2C(=O)NCCOc1ccccc1,?,?,0.3,2.1%,?,-24.1%,-1.5%,i,1.0%
COC(=O)C1=C(c2ccc(F)cc2F)C[C@@H]2CC[C@H]1N2C(=O)NCCNC(C)=O,-24.0%,i,-0.4,-0.3%,0.6%,-0.8%,-0.3%,i,0.7%
Cc1c(Cl)cccc1N1C(=O)NC(=O)/C(=C\c2cc(C)n(-c3cccc(C(=O)O)c3C)c2C)C1=O,-9.4%,i,-1.1,1.7%,1.6%,-14.9%,6.6%,i,-0.4%
CC(=O)Nc1ccccc1C(=O)OCC(=O)c1ccccc1Cl,1.4%,i,0.7,?,28.3%,-3.7%,-0.8%,i,-0.9%
CC(C)(C)OC(=O)NCc1ccc(CNC(=O)c2nc[nH]c2C(=O)NCc2ccc(CNC(=O)OC(C)(C)C)cc2)cc1,-28.4%,i,-2.0,4.9%,6.51µM*,-3.2%,3.5%,i,1.9%
COc1ccc(C(O)CNC(C)C)c(F)c1OC (configuration not stated),-1.2%,i,.,-0.9%,0.0%,0.1%,0.0%,.,.
O=C1C(Cc2cnc[nH]2)NC(=S)N1c1ccccc1 (configuration not stated),0.0%,i,-2.4,1.7%,5.3%,1.6%,-6.9%,i,-0.1%
CCOC(=O)C1CCN(/C=C2/C(=O)NC(=S)N(c3ccccc3F)C2=O)CC1,18.0%,i,-0.6,0.2%,3.3%,3.2%,0.9%,i,2.0%
Clc1cccc(Cl)c1C1N2CCCN12 (configuration not stated),-2.0%,i,0.8,-0.8%,9.8%,-6.9%,-5.0%,i,-4.5%
COc1ccc(-c2nn(CCC#N)cc2C(=O)Nc2ccccc2)cc1OC,4.5%,i,-0.8,2.2%,?,0.9%,2.2%,i,1.1%
CCOP(=S)(OCC)SCCSCC,-1.3%,i,0.2,0.3%,13.2%,-2.2%,4.6%,i,0.2%
Fc1ccccc1CNCCc1ccc2c(c1)OCO2,7.9%,i,-5.1,4.4%,17.4%,-22.8%,1.7%,i,-3.2%
CC1([N+](=O)[O-])COP(=O)(Nc2cccc(Br)c2)OC1 (configuration not stated),5.8%,i,-1.5,1.2%,14.0%,-4.8%,7.1%,i,.
O=C(Cn1nc(-c2ccc(Cl)cc2)ccc1=O)N1CCC2(CC1)OCCO2,-10.0%,i,0.4,-0.5%,-1.1%,3.0%,-2.0%,i,1.3%
COc1cc2[nH]c(=O)n(CCCCCC(=O)N3CCN(c4cccc(C(F)(F)F)c4)CC3)c(=O)c2cc1OC,?,i,.,-0.3%,-36.9%[9.27 µM],-19.0%,-22.0%,.,.
CCCCC[C@H]1CCCCC[C@@H](O)C[C@@H](O)[C@@H](O)/C=C/C(=O)O1,.,i,-0.5,0.1%,.,.,.,i,.
CN1CCN(C(=O)COc2ccc3ccccc3c2)CC1,2.8%,i,-1.1,0.0%,11.2%,-18.5%,6.0%,i,1.6%
COc1ccc(-c2nc3ccccc3c(=O)o2)cc1,-7.8%,i,3.5,-0.3%,26.9%,-28.1%,-11.4%,i,3.0%

# Grouped by structure, those above containing bromine.
SMILES,TGFb inhibitor,S2 tox,CCT modulator,Nrf2 activator,Nrf2 inh,HepG2 viability,A549 tox,Akt phos inh,Mm-Cpn inhibitor
O=C(Nc1cccc(Br)c1)c1c(O)c2c(n(Cc3ccccc3)c1=O)CCCC2,8.9%,i,0.2,0.3%,4.2%,-12.8%,-4.6%,i,0.6%
CC(=O)N1CC(=O)Nc2ccc(Br)cc2C1c1ccc(F)cc1 (configuration not stated),-23.4%,i,-0.2,0.5%,?,-83.6%,-9.8%,i,1.0%
CC1([N+](=O)[O-])COP(=O)(Nc2cccc(Br)c2)OC1 (configuration not stated),5.8%,i,-1.5,1.2%,14.0%,-4.8%,7.1%,i,.

# Screening results: PubChem BioAssay, National Center for Advancing Translational Sciences (NCATS)
